FAS-TE inh: FAS thioesterase domain inhibitors, primary screen, biochemical, fluorescence intensity, uHTS; recombinant FAS-TE, OMFH fluorogenic substrate, fluorescence endpoint; inhibition, % at 15 µM; 360,000 tested, 0.67% active;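 active means compounds whose normalised, plate-corrected inhibition of enzyme fluorescence in the single-dose primary screen is 50% or more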;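 further: 0% = DMSO with enzyme and 100% = substrate without enzyme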
Target sequence (P49327 whole entry, looked up, the tested form may be a part): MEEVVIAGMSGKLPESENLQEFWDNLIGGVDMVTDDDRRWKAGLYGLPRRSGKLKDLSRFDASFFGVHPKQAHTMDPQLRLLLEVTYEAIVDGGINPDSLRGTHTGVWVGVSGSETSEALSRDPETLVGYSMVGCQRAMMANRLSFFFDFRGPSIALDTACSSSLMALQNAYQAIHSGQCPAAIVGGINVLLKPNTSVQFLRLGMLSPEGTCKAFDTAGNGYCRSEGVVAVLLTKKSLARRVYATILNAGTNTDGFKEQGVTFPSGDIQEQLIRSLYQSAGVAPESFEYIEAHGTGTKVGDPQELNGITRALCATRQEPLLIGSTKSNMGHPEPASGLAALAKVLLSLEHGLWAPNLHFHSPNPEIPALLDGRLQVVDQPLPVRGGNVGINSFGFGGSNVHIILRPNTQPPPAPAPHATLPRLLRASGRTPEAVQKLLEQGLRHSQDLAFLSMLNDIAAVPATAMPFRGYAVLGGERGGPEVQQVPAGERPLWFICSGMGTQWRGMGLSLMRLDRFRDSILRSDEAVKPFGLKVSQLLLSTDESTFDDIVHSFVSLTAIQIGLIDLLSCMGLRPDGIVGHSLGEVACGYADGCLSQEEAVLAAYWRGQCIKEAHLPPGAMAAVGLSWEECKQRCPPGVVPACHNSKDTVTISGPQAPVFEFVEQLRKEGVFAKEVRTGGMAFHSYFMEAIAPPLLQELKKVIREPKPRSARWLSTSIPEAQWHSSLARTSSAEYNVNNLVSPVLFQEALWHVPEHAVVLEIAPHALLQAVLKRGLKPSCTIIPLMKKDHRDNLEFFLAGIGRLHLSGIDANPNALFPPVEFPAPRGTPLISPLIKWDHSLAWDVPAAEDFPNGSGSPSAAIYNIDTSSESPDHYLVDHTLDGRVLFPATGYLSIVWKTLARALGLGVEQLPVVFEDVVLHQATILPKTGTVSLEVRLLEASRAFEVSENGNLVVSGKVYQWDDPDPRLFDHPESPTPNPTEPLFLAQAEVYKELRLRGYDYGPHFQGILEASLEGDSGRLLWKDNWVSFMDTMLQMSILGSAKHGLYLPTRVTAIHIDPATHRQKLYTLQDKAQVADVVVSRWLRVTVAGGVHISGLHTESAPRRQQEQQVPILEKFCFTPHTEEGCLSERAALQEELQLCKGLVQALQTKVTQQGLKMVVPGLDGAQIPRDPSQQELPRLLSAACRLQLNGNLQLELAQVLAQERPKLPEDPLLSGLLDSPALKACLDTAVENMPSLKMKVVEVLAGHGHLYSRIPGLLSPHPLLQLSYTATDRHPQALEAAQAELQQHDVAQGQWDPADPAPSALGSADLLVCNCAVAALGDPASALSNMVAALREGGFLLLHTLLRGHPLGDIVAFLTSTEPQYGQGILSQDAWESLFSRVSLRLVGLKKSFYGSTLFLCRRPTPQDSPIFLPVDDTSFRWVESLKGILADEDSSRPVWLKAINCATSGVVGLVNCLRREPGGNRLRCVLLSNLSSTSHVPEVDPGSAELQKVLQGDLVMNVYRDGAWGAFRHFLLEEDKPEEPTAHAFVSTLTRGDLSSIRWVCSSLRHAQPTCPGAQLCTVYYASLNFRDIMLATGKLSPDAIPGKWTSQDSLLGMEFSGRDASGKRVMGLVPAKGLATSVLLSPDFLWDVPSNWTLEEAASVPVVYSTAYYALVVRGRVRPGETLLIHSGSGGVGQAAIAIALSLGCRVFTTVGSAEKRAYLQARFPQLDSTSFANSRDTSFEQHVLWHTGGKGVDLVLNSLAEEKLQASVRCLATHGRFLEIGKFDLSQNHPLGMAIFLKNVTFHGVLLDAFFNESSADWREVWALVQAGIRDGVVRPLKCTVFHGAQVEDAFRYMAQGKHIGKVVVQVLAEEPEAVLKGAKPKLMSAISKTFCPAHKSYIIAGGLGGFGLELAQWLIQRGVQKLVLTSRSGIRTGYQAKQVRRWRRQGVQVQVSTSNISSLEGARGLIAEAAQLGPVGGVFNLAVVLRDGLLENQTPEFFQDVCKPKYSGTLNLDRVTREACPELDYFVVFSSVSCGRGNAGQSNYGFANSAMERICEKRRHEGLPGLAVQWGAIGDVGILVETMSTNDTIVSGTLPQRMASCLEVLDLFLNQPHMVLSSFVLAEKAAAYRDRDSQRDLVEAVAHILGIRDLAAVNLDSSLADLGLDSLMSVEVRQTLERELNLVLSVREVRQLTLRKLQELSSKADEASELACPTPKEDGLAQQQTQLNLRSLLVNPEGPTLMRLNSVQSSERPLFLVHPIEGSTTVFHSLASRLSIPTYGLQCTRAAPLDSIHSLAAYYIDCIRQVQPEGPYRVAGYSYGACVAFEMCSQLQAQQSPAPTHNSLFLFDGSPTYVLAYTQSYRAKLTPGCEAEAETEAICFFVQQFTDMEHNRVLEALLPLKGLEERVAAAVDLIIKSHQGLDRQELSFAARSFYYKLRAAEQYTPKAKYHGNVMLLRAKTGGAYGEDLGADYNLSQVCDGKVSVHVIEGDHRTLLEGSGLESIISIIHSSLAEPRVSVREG
CSN deneddyl inh: inhibitors of CSN-mediated cullin deneddylation, primary screen, biochemical, fluorescence polarization, uHTS. COP9 signalosome complex subunit 5 (Homo sapiens), Q92905. Purified CSN, SCF-Nedd8-OG deneddylation. inhibition, % at 12.5 µM. 360,000 tested, 0.38% active. AID 651999, 2013;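 active means pattern-corrected inhibition above about 35%, with an unprinted fluorescence ratio check between 0.5 and 1.5, limit read from the data, passing the limit was not always enough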;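 further: 0% = enzyme with substrate and 100% = substrate without enzyme; some results filed as inactive read as strong as hits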
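Test system: Human Csn5 produced in HEK293T cells | Compound: 12.5 µM single point | Times: 90 min, room temperature | Signal: Fluorescence polarization readout | Read-out basis: % inhibition of substrate cleavage by Csn5 | Controls: no-enzyme wells high, enzyme-with-substrate wells low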
MsrA inh: bovine MsrA enzyme inhibitors, primary screen, biochemical, absorbance, HTS | Methionine sulfoxide reductase A (Bos taurus) | purified bovine MsrA, absorbance read-out | inhibition, % at 15.5 µM | 360,000 tested, 0.75% active | AID 651718, 2012; in the data active means inhibition above about 4.5%;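 further: 0% = vehicle wells with enzyme and 100% = reference inhibitor wells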
PABP1 MLLE inh: inhibitors of PABP1 MLLE–PAM2 peptide binding, primary screen, biochemical, fluorescence polarization, FITC-PAM2, GST-MLLE. 360,000 tested, 0.36% active. AID 588489, 2011. inhibition, % at 20 µM; in the data active means inhibition above about 35%, passing the limit was not always enough;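 further: plate controls were DMSO wells with GST-MLLE for no effect and wells lacking GST-MLLE protein for full effect; some results filed as inactive read as strong as hits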
Rin1 Abl inh: inhibitors of Rin1-Abl protein binding, primary screen, biochemical, TR-FRET; Tyrosine-protein kinase ABL1 (Homo sapiens) + Ras and Rab interactor 1 (Homo sapiens), …; inhibition, % at 7.35 µM; 360,000 tested, 0.4% active; AID 588664, 2011; in the data active means inhibition above about 5%, passing the limit was not always enough
TbMetRS inhib: T. brucei MetRS inhibitors, primary screen, biochemical, luminescence; methionyl-tRNA synthetase (Trypanosoma brucei brucei); purified T. brucei MetRS, ATP depletion, Kinase-Glo luminescence; inhibition, % at 11.9 µM; 360,000 tested, 0.4% active; AID 624268, 2012;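 active means inhibition above a per-plate cutoff of the control wells' mean inhibition plus 3 SD, cut at about 5.5% in these data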;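 further: 0% = DMSO wells median and 100% = median of wells with control inhibitor compound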
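Material: T. brucei methionyl-tRNA synthetase, purified; reagent: substrates ATP, L-methionine and bulk Escherichia coli tRNA; dosing: 11.9 µM single point; timing: 15 min plus 2 h at 25 °C; detection: luminescence of leftover ATP; evaluation: % inhibition; control set: DMSO-only wells as low control; replicates: singlicate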
Neddyl block: inhibitors of cullin neddylation, primary screen, biochemical, TR-FRET, uHTS, NAE and Ubc12 | calls only at 25 µM | NEDD8-conjugating enzyme Ubc12 (Homo sapiens) + NEDD8-activating enzyme E1 regulatory … | 360,000 tested, 0.58% active; in the data active means inhibition above about 36%
E coli Lon inh: inhibitors of E. coli Lon protease, primary screen, biochemical, fluorescence polarization | P0A9M0 | purified E. coli Lon protease | AID 602123, 2011 | inhibition, % at 7.94 µM | 360,000 tested, 0.42% active; in the data active means inhibition above about 13%, passing the limit was not always enough;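 further: 0% = enzyme with probe and DMSO and 100% = no enzyme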
MsrA act: bovine MsrA enzyme activators, primary screen, biochemical, absorbance, HTS; 360,000 tested, 0.3% active; AID 602163, 2012; Methionine sulfoxide reductase A (Bos taurus); activation, % at 10.6 µM; purified bovine MsrA, absorbance read-out; in the data active means activation above about 7.5%;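 further: 0% = vehicle and 100% = reference activator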
Active calls of the source: *; i = inactive; · = not tested or not shown; + = active, no number.

1. Cc1nc2cc(Cl)ccc2n1CCO
2. Cc1ccccc1C(=O)NC1CCN(C(=O)NC2CCCCC2)CC1
3. Nc1c(C(=O)Nc2ccc(S(=O)(=O)N3CCCC3)cc2)sc2nc3ccc(OC(F)(F)F)cc3cc12
4. CCN(CC)S(=O)(=O)c1ccc(OC)c(NC(=O)Cc2cccs2)c1
5. CN(C(=O)CSc1nc(-c2ccc(C(C)(C)C)cc2)c(C#N)c(=O)[nH]1)C1CCCCC1
6. O=c1cc(CN2CCN(S(=O)(=O)c3ccccc3)CC2)nc2sccn12

Compound,1,2,3,4,5,6
FAS-TE inh,-8,-6,-37,5,37,-6
CSN deneddyl inh,4,4,15,4,2,2
MsrA inh,-1.1,-0.5,·,-0.3,0.4,1.4
PABP1 MLLE inh,0,-16,-45,1,-9,20
Rin1 Abl inh,1,1,0,-4,2,2
TbMetRS inhib,0.8,0.2,-0.2,0.5,0.7,0.3
Neddyl block,i,i,i,i,i,i
E coli Lon inh,-6,-1,-41,1,-6,7
MsrA act,-2,-2,-3,-2,-3,-4

7. Cc1ccc2nc(SCC(=O)c3ccc4c(c3)OCO4)[nH]c2c1
8. CCCC(C(=O)Nc1ccc(S(=O)(=O)Nc2nccs2)cc1)c1ccccc1 (stereo not drawn)
9. Oc1ccccc1OCc1nc2ccccc2s1
10. Nc1cc(=O)n(Cc2ccccc2)c(=O)n1Cc1ccccc1
11. O=C1CC(c2ccccc2)CN1S(=O)(=O)c1ccccc1 (stereo not drawn)
12. O=C(C1=C(O)C(=O)N(CCCN2CCOCC2)C1c1ccccn1)c1cc2ccccc2o1 (stereo not drawn)

Compound,7,8,9,10,11,12
FAS-TE inh,4,0,-7,1,3,-2
CSN deneddyl inh,-1,-6,5,-2,-5,-9
MsrA inh,0.1,0.0,1.1,-1.5,0.0,3.4
PABP1 MLLE inh,-72,-1,3,2,2,4
Rin1 Abl inh,0,0,-3,5,-2,-4
TbMetRS inhib,-0.2,-0.2,-0.4,0.1,1.6,-0.5
Neddyl block,i,i,i,i,i,i
E coli Lon inh,-4,-4,-4,0,5,-5
MsrA act,0,1,-3,-5,-2,0

13. COc1ccc(Cn2cccc(NC(=O)Nc3ccc(F)cc3)c2=O)cc1
14. COc1ccc(CN(C)CCCn2cnc3c(SC)ncnc32)cc1OC
15. COc1cccc(NC(=S)/C(=C(\[O-])c2ccc(OC(F)F)cc2)[n+]2ccccc2)c1
16. CC(C)[C@H](NC(=O)c1ccccc1F)C(=O)NCCc1ccccc1
17. C=CCc1c(C)nc2c(C(=O)O)cnn2c1C
18. O=c1c(-c2ccccc2)nc2ccccc2n1C(c1ccccn1)c1nc2ccccc2[nH]1 (stereo not drawn)

Compound,13,14,15,16,17,18
FAS-TE inh,14,-7,-18,-1,-7,·
CSN deneddyl inh,17,-3,7,-2,-3,1
MsrA inh,0.6,-1.6,1.9,-0.4,·,2.2
PABP1 MLLE inh,0,-19,-12,-25,3,·
Rin1 Abl inh,2,2,2,-1,-2,·
TbMetRS inhib,0.1,-0.5,-1.1,-0.5,0.1,-0.5
Neddyl block,i,i,i,i,·,+
E coli Lon inh,-3,1,-5,-2,8,·
MsrA act,-3,-2,-14,0,-3,·

19. Cn1c(SCC(=O)N2CCCCCC2)nc2c(c1=O)SCC2
20. CCOC(=O)CNC(=O)N1CCC(CCC(=O)N(C)Cc2ccccc2)CC1
21. COc1ccc(-c2c(C#N)c(C)nc3c2C(=O)c2ccccc2-3)cc1
22. O=C(C[C@@H]1C/C=C\C[C@H](Cc2ccc(F)cc2)C(=O)OC[C@@H](Cc2c[nH]c3ccccc23)NC1=O)NCCO
23. O=C(N/N=C/c1cc(O)ccc1[N+](=O)[O-])c1ccc2c(c1)OCCO2
24. Cc1cc(OCC(=O)N2CCN(c3ccccc3)CC2)c2c(C)cc(=O)oc2c1

Compound,19,20,21,22,23,24
FAS-TE inh,-4,-3,16,-4,0,-1
CSN deneddyl inh,-2,-2,16,1,16,5
MsrA inh,1.1,0.4,0.3,2.8,-0.6,-0.2
PABP1 MLLE inh,-3,-2,-39,2,14,-14
Rin1 Abl inh,-2,1,0,0,-1,1
TbMetRS inhib,-0.5,5.7*,0.0,-0.3,-0.3,-0.7
Neddyl block,i,i,i,i,i,i
E coli Lon inh,-1,4,5,-9,-7,10
MsrA act,-4,-2,-3,-2,-6,-1

25. NC(=O)C(c1ccc(Cl)cc1)c1ncc(C(F)(F)F)cc1Cl (stereo not drawn)
26. Cn1c(Cn2c(=O)sc3ccccc32)nnc1SCC(N)=O
27. COc1ccc(S(=O)(=O)N2CCN(Cc3cc(=O)n4ccccc4n3)CC2)cc1
28. COc1ccc(OC)c(S(=O)(=O)n2nnc3cc(Cl)ccc32)c1
29. CC1CC(NC(=O)CC#N)CC(C)(C)C1 (stereo not drawn)
30. CCN(CC)c1ccc(S(=O)(=O)N2CCCCC2)cc1NC(=O)CN1C(=O)NC2(CCCC2)C1=O

Compound,25,26,27,28,29,30
FAS-TE inh,6,-2,-8,-10,-6,-1
CSN deneddyl inh,-3,-6,1,0,-1,3
MsrA inh,-0.1,-0.4,3.1,-0.1,1.5,-0.5
PABP1 MLLE inh,4,-8,2,-6,11,-20
Rin1 Abl inh,1,3,-1,-3,-1,5
TbMetRS inhib,0.0,0.9,-0.2,-0.4,-0.3,-0.6
Neddyl block,i,i,i,i,i,i
E coli Lon inh,8,-9,-1,-5,-4,-6
MsrA act,1,-4,-3,-4,-1,-6

31. CN(C)CCN1CCN(C2CN(Cc3cn(Cc4ccc(C(F)(F)F)cc4)nn3)S(=O)(=O)C2)CC1 (stereo not drawn)
32. CCCCCCCC(=O)N/N=C(\C)c1cccnc1
33. O=C(NC(=S)Nc1ncc(Br)cc1Br)c1cncc(Br)c1
34. CCCCOC(=O)c1ccc(NC(=O)/C=C/c2cccs2)cc1
35. Cc1sc(NC(=O)C2CC(Cl)=CCC2C(=O)O)c(C#N)c1C (stereo not drawn)
36. COCCNC(=S)Nc1ccc(Cl)c(Cl)c1

Compound,31,32,33,34,35,36
FAS-TE inh,-15,-1,-2,34,-2,1
CSN deneddyl inh,1,58*,1,1,-11,1
MsrA inh,-0.8,0.0,0.1,1.5,1.1,0.8
PABP1 MLLE inh,·,0,34,-7,27,18
Rin1 Abl inh,·,2,0,-2,3,1
TbMetRS inhib,0.1,0.6,-0.4,0.4,0.8,0.2
Neddyl block,i,i,i,i,i,i
E coli Lon inh,-9,-6,1,-6,-7,-8
MsrA act,-4,-2,-1,-1,-2,-4

37. CCc1ccccc1NC(=O)C(CC)Sc1nc2cc3c(cc2c(=O)n1Cc1ccco1)OCO3 (stereo not drawn)
38. CC(C)(C)NC(=O)C1CCCN(S(=O)(=O)c2cccc3cccnc23)C1 (stereo not drawn)
39. CCn1c(=O)cc(OCC(=O)NCCCN2CC(C)CC(C)C2)c2ccccc21 (stereo not drawn)
40. COc1cccc(NC(=O)Nc2cc(C(=O)O)ccc2N2CC3CC(C2)c2cccc(=O)n2C3)c1 (stereo not drawn)
41. Cc1c(C(=O)OCC(=O)NCCN2C(=O)CSC2=O)cccc1[N+](=O)[O-]
42. O=C(Cn1c(=O)cnc2ccccc21)NC1CCC(O)CC1 (stereo not drawn)

Compound,37,38,39,40,41,42
FAS-TE inh,-10,-3,-8,-9,-4,-6
CSN deneddyl inh,1,-1,5,1,11,-5
MsrA inh,-0.6,1.2,1.5,0.0,0.2,-0.8
PABP1 MLLE inh,4,-12,3,-3,1,9
Rin1 Abl inh,-1,1,3,0,4,0
TbMetRS inhib,-2.1,0.1,-0.3,-0.3,-0.4,-0.4
Neddyl block,i,i,i,i,i,i
E coli Lon inh,-2,0,-1,0,-7,-2
MsrA act,-4,-2,0,-1,-3,-1

Full records, quoted from the list. Order of values: FAS-TE inh | CSN deneddyl inh | MsrA inh | PABP1 MLLE inh | Rin1 Abl inh | TbMetRS inhib | Neddyl block | E coli Lon inh | MsrA act
`COc1cccc(NC(=O)Nc2cc(C(=O)O)ccc2N2CC3CC(C2)c2cccc(=O)n2C3)c1` (stereo not drawn) across the screens: -9 | 1 | 0.0 | -3 | 0 | -0.3 | i | 0 | -1
`CC(C)(C)NC(=O)C1CCCN(S(=O)(=O)c2cccc3cccnc23)C1` (stereo not drawn) across the screens: -3 | -1 | 1.2 | -12 | 1 | 0.1 | i | 0 | -2
`CCc1ccccc1NC(=O)C(CC)Sc1nc2cc3c(cc2c(=O)n1Cc1ccco1)OCO3` (stereo not drawn) across the screens: -10 | 1 | -0.6 | 4 | -1 | -2.1 | i | -2 | -4
`O=C(Cn1c(=O)cnc2ccccc21)NC1CCC(O)CC1` (stereo not drawn) across the screens: -6 | -5 | -0.8 | 9 | 0 | -0.4 | i | -2 | -1
`Cc1c(C(=O)OCC(=O)NCCN2C(=O)CSC2=O)cccc1[N+](=O)[O-]` across the screens: -4 | 11 | 0.2 | 1 | 4 | -0.4 | i | -7 | -3

Continuation.
43. COc1ccc(C(=O)NCc2nnc(SCC(=O)NC3=NCCS3)n2C)cc1
44. O=C1CC(N2CCc3ccccc32)C(=O)N1c1ccc(F)cc1 (stereo not drawn)
45. COc1ccc(C(C(=O)NCc2ccccc2)N(C(=O)c2snc(C(N)=O)c2N)C2CCCC2)cc1O (stereo not drawn)
46. CC(C)CCNC(=O)c1ccccc1SCC(=O)NC1CCCCCCC1
47. O=S(Cc1cc(Sc2ccccc2)nc(-c2ccccc2)n1)c1ccccc1 (stereo not drawn)
48. O=C(NCCc1ccncc1)Nc1ccc(Cl)cc1
49. COc1ccc(NC(=O)CC2C(=O)N(c3ccc(OC)cc3)C(=O)N2Cc2ccc(OC)c(OC)c2)cc1 (stereo not drawn)
50. Cc1cc(OCCN2CCCC2)cc(C(C)C)c1

Compound,43,44,45,46,47,48,49,50
FAS-TE inh,-7,-2,7,3,25,-3,-3,-10
CSN deneddyl inh,1,-2,-2,2,4,-2,4,-2
MsrA inh,0.1,-0.9,1.3,1.8,-0.9,0.1,1.3,-0.1
PABP1 MLLE inh,-5,-5,10,15,0,-1,-1,-5
Rin1 Abl inh,5,-1,0,4,-1,-2,-2,2
TbMetRS inhib,-0.2,-0.3,0.2,-0.1,-0.3,6.2*,0.1,0.0
Neddyl block,i,i,i,i,i,i,i,i
E coli Lon inh,1,-19,5,0,-3,7,6,3
MsrA act,0,0,-2,0,-1,0,-2,-3

Source: PubChem
